Assay outcomes: PubChem, National Center for Advancing Translational Sciences (NCATS)
TGFb inhibitor: qHTS for Inhibitors of TGF-b; Potency, µM (top dose mostly 46.1 µM), inactives show at the top dose activity, negative = inhibition, most hits filed as inhibitors; AID 588855, 2011; HepG2 CAGA-GFP TGF-b/SMAD3 reporter, GFP fluorescence, 18 h; TGF-beta stimulated, 500 pg/mL final; hit rate 1.2% among 410,000; note: potency is the fitted concentration of half-maximal effect; % is set by controls: 0 for no effect and ±100 for the full control effect; nearly all actives have a fitted effect of over 65% in size
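First, reporter cells (HEPG2 CAGA-GFP) rested 2 h at 37 degrees C. Next, compounds were pinned in and TGF-beta added to 500 pg/mL final. After 18 h, GFP was imaged per cell and summed per well.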
MmCpn inh: Inhibitors of TCP-1 ring complex (TRiC) of Methanococcus maripaludis (MmCpn): qHTS; hit rate 0.031% among 330,000; Chaperonin Mm-Cpn (Methanococcus maripaludis); Potency, µM (titrated, usually from 76.9 µM), without a hit: at the top dose activity, negative = inhibition, hits mostly inhibitors; purified Mm-Cpn ATPase, ADP Transcreener TR-FRET; AID 504842, 2011; note: potency is the fitted concentration of half-maximal effect; % is set by controls: 0 for no effect and ±100 for the full control effect; nearly all actives have a fitted effect of over 80% in size
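TR-FRET (320 nm excitation; 590 and 665 nm emission) reports ADP made from 10 uM ATP by 25 nM enzyme; compounds were preincubated 10 min, reaction run 30 min, both at 37°C.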
Nrf2 ARE act: qHTS of Nrf2 Activators; AREc32 ARE-luciferase reporter (MCF7-derived line), luminescence, 24 h; Potency, µM (titrated, usually from 46.1 µM), without a hit: top-dose activation, usual class: activators; hit rate 0.31% among 410,000; note: potency is the fitted concentration of half-maximal effect; % of control where 0% means no effect; nearly all actives have a fitted effect of over 65% in size
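Each well held 1000 AREc32 cells, which were incubated with compound for 24 hr at 37 deg C after overnight attachment, and ARE reporter activity was quantified by firefly luciferase luminescence.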
Akt phos inh: HTS Assay for Inhibitors of Akt Phophorylation: Primary Screen. hit rate 0.32% among 360,000. activity change, % for hits at 50 µM. Neuro2A IGF-stimulated pAkt S473 HTRF, 20 min; active compounds read low; in the data active = activity change below about -80%; inconclusive = mostly about -51% to -80%; note: % is set by controls: 0 for no effect and ±100 for the full control effect
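Single-point screen (50 µM final compound) in Neuro2A cells stimulated 20 min with 6 nM IGF at 37 deg C. After lysis, Ser473-phosphorylated Akt read by HTRF (ex 330 nm, em 615/665 nm) as the 665/615 ratio.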
CCT chaperon mod: High-Throughput Screening for Modulators of Cytosolic Chaperonin Activity; purified chaperonin ATPase assay, HTRF ADP detection, 30 min; activity change, % (test concentration not listed), hits read low; hit rate 0.3% among 360,000; in the data active = activity change below about -30%; note: % is set by controls: 0 for no effect and ±100 for the full control effect
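We incubate TRiC, 40 or 20 nM final, with library compounds at 76 uM and 10 uM ATP for 30 min at 37 °C. ADP formed is detected with Transcreener HTRF reagents after 30 min at room temperature.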
Nrf2 block: Nrf2 qHTS screen for inhibitors | A549 ARE-Fluc reporter, luciferase luminescence, 18-24 h | Potency, µM (top dose mostly 46 µM), for the others: top-dose activity change, negative = inhibition, most hits filed as inhibitors | AID 504444, 2011 | hit rate 2.1% among 360,000; note: potency is the fitted concentration of half-maximal effect; % is set by controls: 0 for no effect and ±100 for the full control effect; nearly all actives have a fitted effect of over 60% in size
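Nrf2 activity is the BugLite luminescence, read 15 min after reagent at room temperature, following CellTiter-Fluor cytotoxicity readout (30 min, 37C). Compound titrations were applied for 18-24 h to 5000 A549 ARE_Fluc cells/well in 5% FBS OPTI-MEM.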
A549 tox: Nrf2 qHTS screen for inhibitors: counterscreen for cytotoxicity. A549 ARE-Fluc cells, CellTiter-Fluor viability, 18-24 h. Potency, µM (highest dose often 46 µM), without a hit: top-dose activity change, negative = cytotoxicity, actives largely listed as inhibitors. hit rate 0.16% among 390,000; note: potency is the fitted concentration of half-maximal effect; % is set by controls: 0 for no effect and ±100 for the full control effect
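A549 ARE-Fluc cells in 5% FBS OPTI-MEM, 5000 cells/well, rested 2 h then exposed to compounds in concentration-response for 18-24 h at 37 °C. Viability by CellTiter-Fluor fluorescence (Ex 405/Em 525) after 30 min; luciferase luminescence (BugLite, 15 min, RT) read afterwards.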
HepG2 tox: qHTS for Inhibitors of TGF-b: Cytotox Counterscreen | HepG2 CAGA-GFP viability, ATP luminescence, 18 h | hit rate 0.76% among 410,000 | Potency, µM (titrated, usually from 46.1 µM), without a hit: at the highest dose activity change, negative = cytotoxicity, usual class: cytotoxic; note: potency is the fitted concentration of half-maximal effect; some results filed as inactive show a strong effect at the top dose
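HepG2 CAGA-GFP cells (1000/well, DMEM with 1% FBS) received compound, then TGF-beta at 500 pg/mL final, and were incubated 18 hours at 37 degrees C. Viability was read by CellTiter-Glo luminescence. Media-only wells were set as complete cell-killing and DMSO as no toxicity.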
Abeta yeast res: qHTS for compounds that reverse cellular toxicity of Amyloid beta (A-beta) peptide in yeast: Primary Screen | yeast expressing A-beta42, growth rescue, OD600, 48 h; response scale: 0% DMSO, 100% iron-clioquinol control | AID 1347071, 2019 | Potency, µM (highest dose often 46.1 µM), without a hit: top-dose growth rescue, actives largely listed as activators | hit rate 0.063% among 410,000; note: potency is the fitted concentration of half-maximal effect; nearly all actives have a fitted effect of over 55% in size
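Growth rescue measured by 600 nm absorbance after 48 h yeast culture at 30 C with compound. Values normalized between DMSO and an equimolar ferric chloride plus clioquinol control.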
* hit, by the source's call; i = inactive; ? = inconclusive; · = not tested or not shown; & = joins results of further samples; [ ] = another dose, or the depositor's remark. Unless noted, calls come from the whole dose curve; as a rule, active = well fitted curve in the direction sought with a large enough effect; inconclusive = small, poorly fitted or top-dose-only effect, or another doubt; inactive = no such curve, though single readings can be large; an effect the other way counts as inactive or inconclusive.

Each structure is followed by: TGFb inhibitor	MmCpn inh	Nrf2 ARE act	Akt phos inh	CCT chaperon mod	Nrf2 block	A549 tox	HepG2 tox	Abeta yeast res
- CCCCCCCCN1C(=O)C(O)=C(C(C)=O)C1c1ccccn1 (stereo not given)
    -3%	-5%	2.5%	i	-0.2	-5%	-1%	9%	-2%
- Cc1cccc(NC(=S)Nc2ccc3cn[nH]c3c2)c1
    8%	-4%	1.6%	i	0.0	7%	6%	3%	-12%
- O=C(c1ccccc1)C1CCN(C(=O)Nc2ccccc2)CC1
    -2%	2%	3.7%	i	1.6	0%	4%	-1%	-10%
- CCN1C(=O)[C@H]2[C@@H](c3ccc(C)cc3)N[C@]3(CCCN(CC4CCCCC4)C3=O)[C@H]2C1=O
    8%	·	-0.6%	i	-1.2	·	·	17%	2%
- CCN(CC)C1=C(Cl)C(=O)C(Cl)C12OCCO2 (stereo not given)
    8%	-1%	0.0%	i	-2.4	-2%	3%	-1%	-7%
- Cc1ccc(N(CC(=O)N2CCCCCC2)S(C)(=O)=O)cc1Cl
    -13%	2%	-0.3%	i	0.2	1%	4%	0%	8%
- COc1ccc(S(=O)(=O)N2CCCCCC2)cc1C(=O)N(C)CC(=O)Nc1ccc(Cl)c(Cl)c1
    -17%	-1%	0.3%	i	0.6	?	-13%	-7%	14%
- CCOCc1c(C(=O)OCC(=O)Nc2ccccc2C(N)=O)oc2ccccc12
    4%	-4%	-0.2%	i	2.2	7%	?	-3%	-15%
- CCN(CC(=O)NCc1ccc(F)cc1)C(=O)Cc1ccc(OC)cc1
    3%	0%	0.2%	i	1.2	-14%	-7%	-17%	-10%
- CCOc1ccc2nc(NC(NC(=O)CC)(C(=O)OC)C(F)(F)F)sc2c1 (stereo not given)
    ?	-1%	0.2%	i	1.7	12%	3%	10%	-3%
- COc1cc(OC)c(NC(=O)CCc2nc(-c3cccs3)no2)cc1Cl
    9%	-16%	0.5%	i	1.8	3%	-11%	-1%	16%
- CN1C(=O)Cc2cc(S(=O)(=O)Nc3ccc(Cl)cc3)ccc21
    23%	-2%	4.0%	i	-1.1	-11%	?	-7%	-6%
- O=C1CC(=O)N(CCNc2ncc(C(F)(F)F)cc2Cl)C(=O)N1
    54%[activator]	-2%	-0.7%	i	-4.8	·	10%	1%	12%[9.22 µM]
- COc1cccc(C(=O)NN2c3ccccc3CCc3ccccc32)c1
    ?	1%	3.2%	i	-3.9	-2%	-4%	-6%	0%
- O=C(NCc1ccc2c(c1)OCO2)Nc1ccc2nsnc2c1
    -24%	0%	-0.5%	i	3.2	-12%	-4%	-9%	8%
- O=C(Nc1cccc(C(=O)O)c1)/C(=C\c1ccccc1Cl)NC(=O)c1ccco1
    56%	-2%	0.8%	i	2.4	19%	2%	2%	-16%
- O=C(N/N=C/c1ccccn1)c1ccc(N/N=C/c2ccccn2)cc1
    2%	-7%	-0.5%	i	-1.4	16%	1%	-3%	4%
- CC(=O)c1ccc(NC(=O)c2ccc(-n3cncn3)c([N+](=O)[O-])c2)cc1
    -32%	1%	-0.5%	i	0.2	6%	-1%	-56%	1%
- COc1ccccc1NS(=O)(=O)c1c(C)[nH]c(C)c1C(=O)N1CCCC1
    15%	0%	-1.2%	i	-1.7	10%	-4%	2%	16%
- Cc1cccc(OCc2cc(=O)n3c(-c4ccccc4)csc3n2)c1C
    ?	·	-0.2%	·	·	-11%	-9%	-2%	6%
- COC(=O)Cc1ccc(OC2(C)CCN(Cc3ccccc3)C2)cc1 (stereo not given)
    -4%	·	-0.3%	i	-0.4	·	·	0%	-4%
- CCOC(=O)c1cnc(-n2nc(C)cc2C)nc1NCc1ccc2c(c1)OCO2
    -19%	0%	-0.4%	i	-5.9	?	-3%	-67%	33%
- COc1ccc(CNC(=O)Cc2cccs2)cc1
    2%	-1%	3.0%	i	-2.8	?	1%	-1%	3%
- Nc1c(Br)c(=O)[nH]c(=O)n1-c1ccccc1
    -6%	-1%	-0.3%	i	-3.6	-12%	3%	4%	9%
- O=C1CC(NS(=O)(=O)c2ccccc2F)CN1c1ccc2c(c1)OCCO2 (stereo not given)
    -4%	2%	0.7%	i	1.3	26%	-20%	7%	-5%
- N#CC1=C(S)N(c2ccc(F)cc2)C2(CCCCC2)NC1=O
    -4%	1%	0.0%	i	0.6	-28%	2%	1%	-8%
- Cc1c(CCOC(=O)C2C3CC4CC(C3)CC2C4)sc[n+]1CC(=O)c1ccc(Br)cc1 (stereo not given)
    ?	0%	-2.6%&3.1%	i	0.2&3.3	-4%	8%&5%	-107%&-110%	-35%&-73%[inhibitor]
- Cc1cc(C)nc(SCc2nnc(SCC(=O)O)n2-c2ccccc2)n1
    6%	1%	0.3%	i	-1.5	24%	4%	-2%	3%
- NS(=O)(=O)c1ccc(N2N=C(c3ccc(Br)cc3)CC2c2ccc(F)cc2)cc1 (stereo not given)
    ?	-13%	-1.7%	i	-3.2	18µM*	?	20µM*	17%
- O=C(NCc1ccccn1)C(=O)C1C(=O)Nc2ccccc21 (stereo not given)
    2%	-2%	0.0%	i	-0.7	-24%	0%	-1%	-17%
- c1ccc(Oc2cc(-c3ccccc3)nc(-c3ccccc3)n2)cc1
    10%	-6%	0.3%	i	-2.7	-8%	-1%	-20%	-4%
- CCOC(=O)COc1ccc(C)cc1C(=O)c1ccn2nc(-c3ccc(F)cc3)cc2n1
    -5%	·	-0.6%	·	·	0%	0%	7%	-12%
- O=C(CI)Nc1cccc2cccnc12
    -11%	·	·	·	·	?	-1%	2%	·
- Cc1cccc(-n2c(O)c(C=Nc3cc(O)ccc3C)c3ccccc3c2=O)n1
    115%[activator]	?	4.7%	i	-5.3	-26%	-22%	-36%	8%
- O=C(Nc1ccc(N2CCN(Cc3ccccc3)CC2)cc1)c1ccco1
    0%	1%	-0.2%	i	-1.5	12%	-6%	-6%	4%
- O=C(COc1ncnc2sccc12)NC1CCS(=O)(=O)C1 (stereo not given)
    -2%	-1%	-0.7%	i	0.9	0%	2%	-4%	0%
- COc1ccc(Cc2c(-c3ccco3)nc3ccc(Cl)cn23)c(C)c1
    22µM*	·	?	i	-0.3	·	·	-47%	-59%[inhibitor]
- O=C(CC12CC3CC(CC(C3)C1)C2)NCc1ccco1
    -10%	3%	-0.2%	i	-0.9	-12%	2%	13%	8%
- [O-]/C(=C(\C(=S)Nc1ccccc1F)[n+]1ccccc1)c1ccc(OC(F)F)cc1
    -8%	?	1.2%	i	0.0	2%	2%	-7%	-4%
- O=C(COc1cccc(Br)c1)NN=C1c2ccccc2-c2ccccc21
    -46%	0%	0.2%	i	1.5	-2%	-2%	-16%	6%

An excerpt of these results, as comma-separated lines.
smiles,TGFb inhibitor,MmCpn inh,Nrf2 ARE act,Akt phos inh,CCT chaperon mod,Nrf2 block,A549 tox,HepG2 tox,Abeta yeast res
O=C(NCc1ccccn1)C(=O)C1C(=O)Nc2ccccc21 (stereo not given),2%,-2%,0.0%,i,-0.7,-24%,0%,-1%,-17%
c1ccc(Oc2cc(-c3ccccc3)nc(-c3ccccc3)n2)cc1,10%,-6%,0.3%,i,-2.7,-8%,-1%,-20%,-4%
CCOC(=O)COc1ccc(C)cc1C(=O)c1ccn2nc(-c3ccc(F)cc3)cc2n1,-5%,·,-0.6%,·,·,0%,0%,7%,-12%
O=C(CI)Nc1cccc2cccnc12,-11%,·,·,·,·,?,-1%,2%,·
Cc1cccc(-n2c(O)c(C=Nc3cc(O)ccc3C)c3ccccc3c2=O)n1,115%[activator],?,4.7%,i,-5.3,-26%,-22%,-36%,8%
O=C(Nc1ccc(N2CCN(Cc3ccccc3)CC2)cc1)c1ccco1,0%,1%,-0.2%,i,-1.5,12%,-6%,-6%,4%
O=C(COc1ncnc2sccc12)NC1CCS(=O)(=O)C1 (stereo not given),-2%,-1%,-0.7%,i,0.9,0%,2%,-4%,0%

(continued)
Each structure is followed by: TGFb inhibitor	MmCpn inh	Nrf2 ARE act	Akt phos inh	CCT chaperon mod	Nrf2 block	A549 tox	HepG2 tox	Abeta yeast res
- Cc1cc(Br)cn2c(Cc3cccc(Cl)c3)c(-c3cccc(Cl)c3)nc12
    ·	·	7.3%	i	0.5	·	·	·	-2%
- Cc1ccc(NC(=O)CC2Oc3ccccc3NC2=O)cc1C (stereo not given)
    ?	·	9.3%	·	·	-2%	-8%	-1%	-18%
- CC(NC(=O)C1CCCN1C(=O)OCc1ccccc1)c1ccccc1 (stereo not given)
    0%	-1%	-0.8%	i	-0.1	8%	1%	-1%	6%
- O=C(C(=O)N1CCCCC1)c1c(-c2ccccc2)[nH]c2ccccc12
    3%	0%	0.0%	i	-3.9	10%	-1%	-4%	8%
- Cc1ccc(OCCOc2cccc3ccc(C)nc23)c([N+](=O)[O-])c1
    2%	-14%	?	i	-1.6	12%	-1%	-18%	1%
- CC1(C)CC(=O)C2=C(C1)NC1=C(C(=O)c3ccccc31)C2c1cccnc1 (stereo not given)
    3%	-5%	2.4%	i	-1.0	-16%	-13%	4%	-8%
- COc1ccccc1NNC(=O)C(O)(c1ccccc1)c1ccccc1
    0%	-2%	0.3%	i	-0.4	2%	2%	-10%	18%
